# esBAF inh: inhibitors of esBAF chromatin remodeling in mouse ES cells; Bmi1-luciferase knock-in reporter, 24 h; 100% = twice the neutral-well signal; AID 602393; reporter increase, % at 12.5 µM; 350,000 compounds, 2% hits; in the data active = activation above about 40%;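 also: 0% = median of the plate's neutral control wells and 100% = double that signal; a rise in the Bmi1 reporter signal indicates esBAF inhibition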
# CFTR F508del cor: correctors of CFTR F508del function in bronchial epithelial cells; CFBE cells, YFP halide quenching; stimulated with forskolin plus potentiator P3; % fluorescence drop versus neutral controls; activity (quench increase), % at 7.58 µM; 350,000 compounds, 0.36% hits; AID 720511;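 active = mean added fluorescence quench of at least 8% versus neutral control, with both replicates also reaching 8%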;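 also: cells transiently co-express mutant CFTR-F508del with the halide-sensitive YFP; corrector assay measuring rescue of mutant channel to the surface after 24 h compound exposure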
# ERAP1 HTS inh: ERAP1 (human) enzyme inhibition; recombinant ERAP1, Leu-AMC fluorescence, 60 min; inhibition, % at 10.7 µM; 340,000 compounds, 0.15% hits; AID 652197;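 active = mean replicate inhibition of at least 30%, or all replicates individually reaching that 30% level; inactive = mean below 30% and not every replicate reaching it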;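 also: 0% = neutral control wells and 100% = L-leucinethiol positive control wells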
# RAD52 inh: RAD52 (human) annealing inhibition; 360,000 compounds, 0.46% hits; recombinant RAD52 DNA annealing, FRET fluorescence; AID 651710; inhibition, % at 18.7 µM; P43351;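 active = every replicate showing at least 50% inhibition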
# Target sequence (P43351 whole entry, looked up): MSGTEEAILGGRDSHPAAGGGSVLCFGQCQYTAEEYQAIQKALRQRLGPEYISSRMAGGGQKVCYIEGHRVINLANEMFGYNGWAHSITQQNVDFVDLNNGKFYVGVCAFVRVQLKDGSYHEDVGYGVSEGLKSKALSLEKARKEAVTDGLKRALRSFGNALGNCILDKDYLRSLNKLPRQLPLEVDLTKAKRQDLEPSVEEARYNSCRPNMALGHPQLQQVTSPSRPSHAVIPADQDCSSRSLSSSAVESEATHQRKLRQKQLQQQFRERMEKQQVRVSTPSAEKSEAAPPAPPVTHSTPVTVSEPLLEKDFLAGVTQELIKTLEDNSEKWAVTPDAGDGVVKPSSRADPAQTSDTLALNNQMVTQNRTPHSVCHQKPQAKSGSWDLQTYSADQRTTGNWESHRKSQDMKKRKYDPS
# Xi reactivation: X-chromosome reactivation activator; XiGFP mouse fibroblasts, % GFP-positive cells imaging, 3 d; cells co-treated with 5-aza-dC sensitizer; scaled so ellipticine positive control = 100%; 360,000 compounds, 0.055% hits; activation, % at 7.58 µM;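 active = mean normalized replicate activation at least 10% and every replicate at or above 10%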;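 also: 0% = median of on-plate neutral control wells and 100% = ellipticine 6 µM median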
#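 System: SV40-immortalized XiGFP fibroblast cells, line 68-5-11 / Incubation: 3-day compound exposure, then 15 min fixation at room temperature / Compound: single concentration per compound, delivered by pin transfer / Buffer or medium: DMEM plus 5-aza-dC sensitizer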
# ARNT TACC3 PPI: disruptors of human ARNT/TACC3 interaction | Q9Y6A5 | AlphaScreen His-ARNT PAS-B/GST-TACC3 binding, luminescence; TACC3 fragment carries E629A point mutation | inhibition, % at 9.99 µM | 390,000 compounds, 0.66% hits;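 active = mean inhibition of replicates at least 50% and at least half of replicates each reaching 50%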;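 also: 0% = complete ARNT plus TACC3 wells and 100% = ARNT alone without TACC3; many hits fall short of the cut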
# RAD54 inh: blocks human RAD54 Holliday junction branch migration; Q92698; FAM/BHQ fluorescence; inhibition, % at 10.4 µM; 360,000 compounds, 0.14% hits; AID 602329;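 active = mean normalized replicate activity at least 40 and at least half of replicates scoring 40 or more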;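 also: 0% = median of neutral control wells and 100% = median of positive control wells; inhibitors cause a drop in the FAM fluorescence signal; in these data hits start at about 50%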
# GSIS activator: GLuc luminescence reporter in INS-1E cells, primary screen for activators of glucose-dependent secretion of insulin; INS-1E GLuc reporter insulin secretion, 2-3 h; activation, % at 16.6 µM; 370,000 compounds, 0.61% hits;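 active = lowest replicate activation of at least 40%, so every replicate reaches that level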;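 also: 0% = median of neutral control wells and 100% = median of IBMX positive control wells; some compounds called inactive have numbers as strong as hits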
# The depositor's hits bear a star; . = not tested or not shown; & = joins results of further samples.
SMILES,esBAF inh,CFTR F508del cor,ERAP1 HTS inh,RAD52 inh,Xi reactivation,ARNT TACC3 PPI,RAD54 inh,GSIS activator
Cc1noc(C)c1S(=O)(=O)Nc1ccc2c(c1)C(=O)N([C@@H](C)CO)C[C@H](C)[C@H](CN(C)C(=O)Nc1cccc3ccccc13)OCCCC[C@H](C)O2,-6,0.5,-3,-6,0.2,2,2,14
COc1ccccc1-c1ccccc1[C@H]1[C@H](C#N)N(C(=O)C2CCC2)[C@H]1CO,.,2.8,2,-7,0.0,.,.,-15
O=C(Nc1ccc(S(=O)(=O)NC2=NCCCCC2)cc1)c1cc(F)c(F)cc1Cl,1,0.7,1,-4,0.0,-2,5,8
CC(C)NC(=O)N(C)C[C@@H]1Oc2cc(-c3cccnc3)ccc2S(=O)(=O)N([C@@H](C)CO)C[C@H]1C,6,1.8,-5,-6,0.0,-4,16,28
O=C(COc1ccc(S(=O)(=O)N2CCOCC2)cc1)Nc1ccc(Br)cc1,-1,1.2,0,-7,0.1,-2,-8,-6
CC(=O)Nc1ccc(NC(=O)COC(=O)c2cnccn2)cc1,.,-1.8,0,-11,0.0,3,.,6
Cc1ccc(NS(=O)(=O)c2cccc(C(=O)NCC(c3ccco3)N3CCCCC3)c2)cc1 (stereo unspecified),.,-0.4,-4,-68,0.6,6,0,5
COc1ccc(CN2C(=O)[C@@H]3[C@H]4C(=O)O[C@H](c5ccccc5)[C@@H](C)N(C)C(=O)CC/C=C/[C@H]4O[C@@]34C=CCN(Cc3ccccc3)C(=O)[C@@H]24)cc1,.,1.0&-3.1,1&2,0&0,.,12&-10,-6&8,.
O=C(CCC(=O)Nc1ccccc1Cl)NNC(=O)NC1CCCCC1,-7,-1.3,-6,-13,0.0,-1,1,5
Cc1cccc(C2c3[nH]c4ccccc4c3CCN2Cc2cccn2-c2ncccn2)c1 (stereo unspecified),.,5.3,-3,11,-0.1,13,.,-11
CC(C)N1C(=O)c2ccccc2NC(=O)C1C(=O)NC1CC1 (stereo unspecified),.,-1.0,-2,-14,-0.1,.,.,17
COc1ccc(-c2ccc(F)cc2)cc1[C@H]1[C@H]2C=CC[C@@H](C)[C@@H]2C(=O)N1Cc1ccccc1,15,1.5,-2,-13,0.0,-17,3,-13
CN(C)C(=O)c1cccc(-c2ccc3c(c2)[C@@H]2[C@@H](CCN2C(=O)C2CCOCC2)[C@@H](CO)N3)c1,7,-1.7,-5,-52,0.3,-1,-4,7
COC(=O)[C@H]1C[C@H](OC(=O)NCc2ccccc2F)[C@@]2(O)CN(S(=O)(=O)c3ccc(C)cc3)CC2[C@H]1C(=O)OC (stereo partly specified),-1,4.5,0,-12,0.0,.,-21,159
CSCc1ccc(C(=O)Nc2ccc(C(N)=O)cc2)cc1,.,-1.7,6,-9,0.0,-4,.,10
CCc1noc(C)c1C(=O)N1CCCC(N2CCN(c3ccc(F)cc3)CC2)C1 (stereo unspecified),-2,-1.3,1,-20,-0.1,-12,8,5
S=c1[nH]nc(-c2ccccn2)n1/N=C/c1ccc(-c2ccccc2Cl)o1,.,2.0,1,-16,-0.1,56*,.,16
CCCCn1c2ccccc2c2nnc(SCC(=O)NC3=NN=C(c4ccccc4)CS3)nc21,.,4.0,2,-32,0.0,.,.,0
O=C(CSc1ccc2nnc(-c3ccccn3)n2n1)Nc1ccccc1,-5,-5.5,1,-4,0.2,47*,-5,-4
CC(C)Nc1nnc(SCC(=O)/C=C2\N(C)c3ccccc3C2(C)C)s1,0,.,6,-76,0.1,3,-8,.
O=C(NC(c1ccccc1)c1ccsc1)C1CCN(CCOc2ccc(Cl)cc2Cl)CC1 (stereo unspecified),-2,-2.0,-4,-7,-0.1,.,-4,-7
CCN(CC(=O)NCc1cccs1)C(=O)/C=C/c1cc(Br)ccc1OC(F)F,2,-5.5,1,-15,-0.7,1,6,-24
CCOC(=O)N1CCC(N2C(=O)c3ccccc3C2Nc2cc(Cl)c(OC)cc2OC)CC1 (stereo unspecified),4,6.5,4,0,0.0,6,-6,.
CSc1nc2nccc(-c3ccc(Cl)cc3)n2n1,-5,.,.,.,.,-3,-12,25
Cc1cc(NC(=O)CSCC(=O)N(C)Cc2cccc(Cl)c2)no1,4,1.8,0,8,0.1,3,-2,5
CC(OC(=O)/C=C/c1cccc(C(F)(F)F)c1)C(=O)NC1CCCCC1C (stereo unspecified),.,-0.2,2,-2,0.2,3,.,9
Clc1cccc(Cc2c(-c3cccc(Br)c3)nc3ccc(Cl)cn23)c1,39,2.6,-3,-89,-0.1,.,1,-12
O=C(N=Nc1c(O)[nH]c2ccccc12)c1ccco1,27,0.6,1,-9,0.6,6,1,-3
Cc1cc(=O)[nH]c2c1cnn2Cc1ccccc1,-2,.,.,.,.,1,0,12
NCCCCCNC(=O)[C@@H]1C[C@@H]2C(=O)NCC(=O)N2[C@@H]1c1cccc(OCCO)c1,.,1.1,0,16,.,-1,3,.
Cc1ccccc1NC(=O)C1CCN(S(=O)(=O)c2cccc3nonc23)CC1,-1,2.5,-3,-22,0.3,-4,-11,0
O=C(N[C@@H]1CC[C@@H](CC(=O)N2CCOCC2)O[C@H]1CO)c1ccccn1,-6,0.1,0,5,0.1,33,-2,-5
COc1cccc(NC(=O)CN(C)CC(=O)NCc2ccc(F)cc2)c1,-9,2.2,-7,-9,0.0,-15,-8,-3
COC(=O)CCc1ccc(O)cc1,-4,-1.3,2,-1,.,-11,-10,.
Cc1ccc(NC(=O)COC(=O)c2ccc[n+]([O-])c2)c(Br)c1,-2,1.8,-1,-22,0.1,-4,2,-25
COc1ccc(CNC2CCCCC2C)c(OC)c1 (stereo unspecified),-10,-1.0,10,-6,.,-3,.,7
Cc1ccc(C)c(S(=O)(=O)Nc2cc3c4c(c2)CC(=O)N4CCC3)c1,.,-6.9,1,-3,0.0,7,3,16
C[C@H](CO)N1C[C@H](C)[C@@H](CN(C)S(=O)(=O)c2ccc(Cl)cc2)Oc2ccc(NC(=O)Nc3ccccc3)cc2C1=O,1,-1.3,0,-10,0.1,5,-4,-16
CC1CCN(C(=O)CSc2nnc(Cn3c(=O)sc4ccccc43)n2C)CC1,0,0.6,-3,-8,0.3,22,-7,-2
Cc1ccc(C)c(OCCNc2ccc([N+](=O)[O-])cn2)c1,0,0.1,3,1,0.0,-1,1,4
N#Cc1c(-c2cccc(F)c2)cc(-c2ccccc2)nc1Br,7,.,.,.,.,-9,-3,6
C[C@H](CO)N1C[C@H](C)[C@@H](CN(C)C(=O)c2ccc3ccn(C)c3c2)OCc2cn(nn2)CCCC1=O,3&1&-3,-1.2&0.0&1.2,-1&0,-4&-2,-0.1&-0.5,0,-13&1,-10&3
CCc1ccc(/C=C/C(=O)c2ccc(S(=O)(=O)N(C)C)cc2)cc1,8,-0.2,-2,-14,0.5,-1,2,4
C[C@@H]1CN([C@@H](C)CO)C(=O)c2cc(NS(=O)(=O)c3cccs3)ccc2O[C@@H](C)CCCCO[C@H]1CN(C)S(=O)(=O)c1cn(C)cn1,5,0.7,2,-2,0.0,-1,1,-2
O=C(CN1CCN(S(=O)(=O)c2ccc(Br)cc2)CC1)N/N=C/c1cccnc1,.,.,.,.,0.3,0,-6,-3

# A different layout for 2 compounds above:
compound: O=C(CN1CCN(S(=O)(=O)c2ccc(Br)cc2)CC1)N/N=C/c1cccnc1
  esBAF inh: .	CFTR F508del cor: .	ERAP1 HTS inh: .	RAD52 inh: .	Xi reactivation: 0.3	ARNT TACC3 PPI: 0	RAD54 inh: -6	GSIS activator: -3

compound: Cc1ccccc1NC(=O)C1CCN(S(=O)(=O)c2cccc3nonc23)CC1
  esBAF inh: -1	CFTR F508del cor: 2.5	ERAP1 HTS inh: -3	RAD52 inh: -22	Xi reactivation: 0.3	ARNT TACC3 PPI: -4	RAD54 inh: -11	GSIS activator: 0

# Marked active in ARNT TACC3 PPI, among the entries above:
SMILES	esBAF inh	CFTR F508del cor	ERAP1 HTS inh	RAD52 inh	ARNT TACC3 PPI	GSIS activator
S=c1[nH]nc(-c2ccccn2)n1/N=C/c1ccc(-c2ccccc2Cl)o1	.	2.0	1	-16	56*	16
O=C(CSc1ccc2nnc(-c3ccccn3)n2n1)Nc1ccccc1	-5	-5.5	1	-4	47*	-4

# Copied from the list:
# Reading of `Cc1cc(=O)[nH]c2c1cnn2Cc1ccccc1` in ARNT TACC3 PPI: 1
# Reading of `N#Cc1c(-c2cccc(F)c2)cc(-c2ccccc2)nc1Br` in RAD54 inh: -3
# Reading of `Cc1cccc(C2c3[nH]c4ccccc4c3CCN2Cc2cccn2-c2ncccn2)c1` (stereo unspecified) in CFTR F508del cor: 5.3

# Going on with the list.
SMILES,esBAF inh,CFTR F508del cor,ERAP1 HTS inh,RAD52 inh,Xi reactivation,ARNT TACC3 PPI,RAD54 inh,GSIS activator
Cc1nc2nc(C)c(CCC(=O)Nc3ccc4c(c3)OCO4)c(C)n2n1,-2,.,.,.,.,11,6,16
COc1cccc(CNC(=O)CCn2ccc3cc(S(=O)(=O)N4CCCC4)ccc32)c1,-3,0.8,1,-210,0.1,-1,1,-20
COc1ccc2c3c([nH]c2c1)[C@@H](CO)N(C(=O)c1ccccn1)CC31CN(S(C)(=O)=O)C1,.,0.4,0,-3,0.5,.,.,25
O=c1[nH]nc(-c2ccc(F)cc2)cc1Cc1cccs1,.,-1.4,1,-21,0.0,-2,.,46*
CCCC[C@@H]1CNCCN1CCc1cccc2ccccc12,-5,-1.6,1,-5,0.3,23,4,-15
O=C(Nc1ccc(Cl)cc1)c1cc(-c2cccs2)on1,4,5.2,-4,1,0.0,15,-5,12
Cc1cc2ccccc2n1CCNC(=O)COc1ccccc1,-2,4.3,4,-8,-0.1,6,-1,-15
CN1CCOc2cc(S(=O)(=O)NCc3ccc(S(N)(=O)=O)cc3)ccc21,6,0.8,4,-10,0.4,-2,-2,-3
Cc1noc(C)c1CSc1nnc(-c2ccncc2)n1-c1ccc(Cl)c(Cl)c1,-1,.,.,.,.,2,-1,23
COc1ccc(NC(=O)N(C)C[C@H]2OCCCC[C@@H](C)Oc3ccc(NS(=O)(=O)c4cccs4)cc3C(=O)N([C@H](C)CO)C[C@H]2C)cc1,2,-3.1,-7,-7,0.1,.,4,-5
Cc1ccc(S(=O)(=O)Nc2ccc3c(c2)C(=O)N([C@@H](C)CO)C[C@@H](C)[C@@H](CN(C)S(=O)(=O)c2cccs2)OCCCC[C@@H](C)O3)cc1,13,2.4,1,13,-0.2,11,-1,0
NC(=O)c1ccc(N=Cc2c(O)ccc3ccccc23)cc1,.,-0.9,-4,-10,0.0,-26,-1,.
COC(=O)c1ccc(OCC(O)CNC2CCCC2)cc1 (stereo unspecified),-8,2.1,1,-6,0.3,-13,1,-1
CO[C@@H]1CN(C)C(=O)c2cc(NS(=O)(=O)c3cccc(F)c3)ccc2OC[C@H](C)N(Cc2cc(F)ccc2F)C[C@@H]1C,24,-4.5,1,6,0.5,4,-4,-14
O=C(C[C@H]1CC[C@H](NS(=O)(=O)c2ccccc2)[C@H](CO)O1)NCc1ccc(Cl)c(Cl)c1,6,-1.3,-1,-2,0.1,.,0,-9

# Three entries out of the list above, ordered by the value under RAD52 inh, ascending.
Structure	RAD52 inh
COc1cccc(CNC(=O)CCn2ccc3cc(S(=O)(=O)N4CCCC4)ccc32)c1	-210
O=c1[nH]nc(-c2ccc(F)cc2)cc1Cc1cccs1	-21
CN1CCOc2cc(S(=O)(=O)NCc3ccc(S(N)(=O)=O)cc3)ccc21	-10

# From PubChem BioAssay
